ATXN viability: Viability Counterscreen for Primary qHTS for Inhibitors of ATXN expression; Potency, µM (doses to about 56.7 µM), actives largely listed as cytotoxic; S2 cells (HEK-293 line with an ATXN2-luciferase reporter) viability, CellTiter-Fluor protease fluorescence, 24 h; AID 651635, 2014; 400,000 tested, 0.49% active; note: potency is the fitted concentration of half-maximal effect; nearly all actives have a fitted effect of over 40% in size
Nrf2 ARE act: qHTS of Nrf2 Activators; 410,000 tested, 0.31% active; AREc32 ARE-luciferase reporter (MCF7-derived line), luminescence, 24 h; AID 624171, 2012; Potency, µM (highest dose often 46.1 µM), without a hit: at the highest dose activation, most hits filed as activators; note: potency is the fitted concentration of half-maximal effect; % of control where 0% means no effect; nearly all actives have a fitted effect of over 65% in size
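Steps: seed AREc32_Fluc cells (1000/well, 5% FBS OPTI-MEM); incubate overnight at 37 deg C; add 23 nL compound; incubate 24 hr; add Steady-Glo; hold 30 min RT; read luminescence.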
HepG2 viability: qHTS for Inhibitors of TGF-b: Cytotox Counterscreen; Potency, µM (doses to about 46.1 µM), without a hit: at the highest dose activity change, negative = cytotoxicity, actives largely listed as cytotoxic; 410,000 tested, 0.76% active; HepG2 CAGA-GFP viability, ATP luminescence, 18 h; note: potency is the fitted concentration of half-maximal effect; some results filed as inactive show a strong effect at the top dose
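CellTiter-Glo luminescence gave cytotoxicity after 18 hours at 37 degrees C. The cells were HepG2 CAGA-GFP in 1% FBS DMEM, stimulated with 500 pg/mL TGF-beta after compound addition. %Activity was normalised to no-cell wells (complete cell-killing) and DMSO (no toxicity), and curves were fitted and classified.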
Nrf2 block: Nrf2 qHTS screen for inhibitors. A549 ARE-Fluc reporter, luciferase luminescence, 18-24 h. Potency, µM (titrated, usually from 46 µM), for inactives: top-dose activity change, negative = inhibition, usual class: inhibitors. 360,000 tested, 2.1% active. AID 504444, 2011; note: potency is the fitted concentration of half-maximal effect; % is set by controls: 0 for no effect and ±100 for the full control effect; nearly all actives have a fitted effect of over 60% in size
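Nrf2 activity is the BugLite luminescence, read 15 min after reagent at room temperature, following CellTiter-Fluor cytotoxicity readout (30 min, 37C). Compound titrations were applied for 18-24 h to 5000 A549 ARE_Fluc cells/well in 5% FBS OPTI-MEM.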
IL-2 act: qHTS of IL-2 Activators. activation, % (series mostly up to about 46 µM). 360,000 tested, 0.065% active. IL-2 activation reporter assay, cell-based qHTS; stimulated with anti-CD3/CD4/CD28 beads; in transgenic mouse T cells. AID 652025, 2013; in the data active = activation above about 50%; inconclusive = mostly about 30% to 49%; note: 0% is about no effect
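Unstimulated transgenic mouse T cells, 750 per well, received compound and, after 60 minutes, anti-CD3/anti-CD4 bead plus anti-CD28 stimulation. EGFP and DsRed were quantified after 18 hours.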
EPAC2 agonist: qHTS for Agonist of cAMP-regulated guanine nucleotide exchange factor 4 (EPAC2): primary screen | EPAC2 activation, biochemical qHTS; response scale: 100% = 6.5 mM cAMP response | Potency, µM (top dose mostly 154 µM), for the others: at the highest dose activation, actives largely listed as activators | 360,000 tested, 0.079% active | AID 720711, 2013; note: potency is the fitted concentration of half-maximal effect; nearly all actives have a fitted effect of over 50% in size
Target sequence (Q8WZA2 whole entry, looked up): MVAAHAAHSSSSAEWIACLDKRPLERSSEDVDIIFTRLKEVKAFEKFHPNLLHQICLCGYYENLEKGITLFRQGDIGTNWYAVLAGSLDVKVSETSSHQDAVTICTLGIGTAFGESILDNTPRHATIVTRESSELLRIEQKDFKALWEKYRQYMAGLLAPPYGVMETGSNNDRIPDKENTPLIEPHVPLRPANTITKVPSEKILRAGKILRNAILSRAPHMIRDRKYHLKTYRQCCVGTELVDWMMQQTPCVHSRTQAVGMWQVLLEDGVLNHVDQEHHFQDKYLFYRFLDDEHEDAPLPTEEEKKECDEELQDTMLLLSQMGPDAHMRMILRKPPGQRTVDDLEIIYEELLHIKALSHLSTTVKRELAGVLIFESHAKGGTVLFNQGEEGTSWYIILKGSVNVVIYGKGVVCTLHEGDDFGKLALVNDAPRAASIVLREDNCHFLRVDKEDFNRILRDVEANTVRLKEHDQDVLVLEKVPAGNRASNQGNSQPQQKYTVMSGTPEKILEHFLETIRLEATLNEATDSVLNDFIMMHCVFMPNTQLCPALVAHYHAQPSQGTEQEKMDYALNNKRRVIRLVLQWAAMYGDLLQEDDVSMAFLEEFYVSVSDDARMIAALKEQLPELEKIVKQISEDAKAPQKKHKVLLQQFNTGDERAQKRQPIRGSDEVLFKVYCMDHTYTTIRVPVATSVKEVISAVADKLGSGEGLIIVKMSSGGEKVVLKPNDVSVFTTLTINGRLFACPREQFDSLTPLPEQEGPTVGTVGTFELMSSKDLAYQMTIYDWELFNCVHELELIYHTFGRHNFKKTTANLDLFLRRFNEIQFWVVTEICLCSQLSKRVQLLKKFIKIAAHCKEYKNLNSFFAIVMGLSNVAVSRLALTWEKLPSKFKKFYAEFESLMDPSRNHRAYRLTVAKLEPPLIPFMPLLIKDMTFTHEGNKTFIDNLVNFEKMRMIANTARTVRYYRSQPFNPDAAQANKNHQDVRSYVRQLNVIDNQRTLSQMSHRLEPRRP
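qHTS, titration series. 100 nM EPAC2 / 250 nM Rap1B-BODIPY-GDP / 50 uM GDP; RT; ex 480/em 540 nm, 5-min reads to 30 min. Norm. to 6.5 mM cAMP = activation.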
A549 tox: Nrf2 qHTS screen for inhibitors: counterscreen for cytotoxicity; 390,000 tested, 0.16% active; Potency, µM (doses to about 46 µM), inactives show at the top dose activity change, negative = cytotoxicity, actives largely listed as inhibitors; AID 504648, 2011; A549 ARE-Fluc cells, CellTiter-Fluor viability, 18-24 h; note: potency is the fitted concentration of half-maximal effect; % is set by controls: 0 for no effect and ±100 for the full control effect
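A549 ARE-Fluc cells in 5% FBS OPTI-MEM, 5000 cells/well, rested 2 h then exposed to compounds in concentration-response for 18-24 h at 37 °C. Viability by CellTiter-Fluor fluorescence (Ex 405/Em 525) after 30 min; luciferase luminescence (BugLite, 15 min, RT) read afterwards.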
ATXN2 expr inh: Primary qHTS for Inhibitors of ATXN expression; HEK-293 ATXN2-luciferase reporter, luminescence, 24 h; Potency, µM (series often up to 57 µM), inactives show at the highest dose activity change, negative = inhibition, actives largely listed as inhibitors; 360,000 tested, 0.72% active; AID 1745845, 2022; note: potency is the fitted concentration of half-maximal effect; % is set by controls: 0 for no effect and ±100 for the full control effect; nearly all actives have a fitted effect of over 55% in size
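ATXN2-luciferase reporter cells (luciferase flanked by upstream and downstream ATXN2 gene portions) were treated 24 h at 37 °C with compounds at up to 57 uM. SteadyGlo luminescence gave expression; GF-AFC fluorescence gave viability.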
TGFb inhibitor: qHTS for Inhibitors of TGF-b | HepG2 CAGA-GFP TGF-b/SMAD3 reporter, GFP fluorescence, 18 h; TGF-beta stimulated, 500 pg/mL final | Potency, µM (titrated, usually from 46.1 µM), inactives show top-dose activity, negative = inhibition, hits mostly inhibitors | 410,000 tested, 1.2% active; note: potency is the fitted concentration of half-maximal effect; % is set by controls: 0 for no effect and ±100 for the full control effect; nearly all actives have a fitted effect of over 65% in size
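Smad-responsive CAGA-GFP expression was quantified in HEPG2 cells exposed to compounds and 500 pg/mL final TGF-beta for 18 h at 37 degrees C; unstimulated wells defined full inhibition.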
* hit, by the source's call; i = inactive; ? = inconclusive; . = no result given; & = joins results of further samples; [ ] = dose if it differs, or a comment. Unless noted, calls come from the whole dose curve; as a rule, active = well fitted curve in the direction sought with a large enough effect; inconclusive = small, poorly fitted or top-dose-only effect, or another doubt; inactive = no such curve, though single readings can be large; an effect the other way counts as inactive or inconclusive.

cpd	mol	ATXN viability	Nrf2 ARE act	HepG2 viability	Nrf2 block	IL-2 act	EPAC2 agonist	A549 tox	ATXN2 expr inh	TGFb inhibitor
1	COc1ccc(N(CC(=O)N2CCc3ccccc32)S(=O)(=O)c2c(C)n[nH]c2C)cc1	i	2.6%	-18%	11%	-0.6	1%	-1%	2%	-17%
2	COc1ccc(-c2cc(C)no2)cc1S(=O)(=O)NCc1cccc(C)c1	i	-0.9%	-19%	-4%	0.6	-2%	-6%	-16%	-10%
3	CCc1ccc(-c2cc(C(=O)Nn3cnnc3)c3ccccc3n2)cc1	i	-1.9%	8.9µM*	9.2µM*	-2.7	0%	2%	?	?
4	COc1ccc(OCC(=O)Nc2c(C(=O)N3CCC(N4CCCCC4)CC3)oc3ccccc23)cc1	i	0.2%	-13%	15%	3.1	3%	-5%	-5%	-2%
5	O=C(c1cnsn1)N1CCC(CO)(Cc2cccc(F)c2)CC1	i	4.3%	-30%	?	6.0	5%	-5%	51%[activator]	-7%
6	Cc1sc2c(c1C)c(=O)n(-c1ccc(Cl)cc1)c(=O)n2Cc1cc(=O)n2ccccc2n1	i	-0.9%&0.9%	-5%&24%	-2%[9.27 µM]	-4.8	-7%	1%&0%	1%&-10%	1%&28%
7	COc1cc(OC)cc(C(=O)N2CCN(C(=O)COc3ccccc3)CC2)c1	?	-0.8%	-6%	-9%	.	.	-4%	-3%	0%
8	O=C(Nc1ccc2c(c1)CCC2)c1ccccc1F	i	17%	-27%	?	-4.4	16%	-2%	86%[activator]	-14%
9	COc1ccc(-c2cc(C)no2)cc1S(=O)(=O)N1CCN(c2ccccn2)CC1	i	-0.5%	-13%	18µM*	-2.5	20%	-6%	?	-21%
10	C=CCn1c(CNC(=O)c2ccccc2F)nnc1SCc1nc2ccccc2c(=O)[nH]1	i	0.0%	-17%	-12%	-0.3	-1%	1%	-10%	-4%
11	Cc1nc(-c2cc(-c3nc(-c4ccc(C(F)(F)F)cc4)no3)no2)cs1	i	-0.5%	1%	-10%	-0.4	1%	4%	4%	14%
12	CCOc1cc(C(C(=O)NCC2CCCO2)N(C(=O)Cn2nnc3ccccc32)c2cccc(OC)c2)ccc1O (stereo not given)	i	-0.8%	-25%	-2%	-1.8	4%	3%	-8%	-9%
13	COc1ccc(Nc2nc(C)nc3c2oc2ccccc23)cc1	i	2.9%	-19%	-15%	-2.5	14%	1%	-11%	-25%
14	COc1cccc(CNCc2ccc(SC)cc2)c1OC	i	-0.8%	4%	11%	-1.9	4%	-2%	-1%	26%
15	NS(=O)(=O)c1ccc(NC(=S)NC(=O)c2ccc(-c3ccccc3)cc2)cc1	?	0.3%	-22%	-25%	2.0	-1%	-12%	?	-14%
16	O=C(NCCOc1ccccc1)c1ccccc1F	i	-1.0%	15%	.	0.0	16%	.	.	-3%
17	COc1cccc(NC(=O)CC(=O)Nc2ccc3nc4n(c(=O)c3c2)CCCCC4)c1	i	0.9%	-4%	22%	.	.	7%	5%	?
18	COc1cccc(-c2cc(C(=O)N3CCCCC3C)no2)c1 (stereo not given)	i	0.3%	3%	?	2.1	21%	1%	53%[activator]	13%
19	Cc1[nH]c(=O)[nH]c(=O)c1S(=O)(=O)NCC12CC3CC(CC(C3)C1)C2	i	-0.5%	19%	?	0.5	5%	-18%	0%	-12%
20	CC(C)NC(=O)Nc1ccc2c(c1)C(=O)N([C@H](C)CO)C[C@H](C)[C@@H](CN(C)S(=O)(=O)c1cn(C)cn1)O2	i	-0.1%	-1%	16%	-0.1	4%	4%	6%	19%
21	CCNC(=O)C1CCCN(C(=O)c2ccc(C(F)(F)F)cc2)CC1 (stereo not given)	i	-0.5%	-28%	.	0.3	4%	.	8%	-13%
22	COC(=O)c1ccccc1-n1cc2c(c1-c1cccc(C)c1)c(=O)n(C)c(=O)n2C	.	0.1%	-12%	6%	.	.	1%	.	?
23	COC(=O)c1cc2c(ccn2-c2ccc(F)cc2)n1CC(=O)OC(C)C	?	0.6%	-29%	?	-0.4	6%	2%	.	1%
24	Cc1ccc(C)c(OCC(=O)Nc2cc(C(=O)O)cc(C(=O)O)c2)c1	i	0.6%	-4%	17%	-1.0	3%	11%	.	1%
25	COCC(=O)N1CCC(Oc2ccc(C(=O)NCc3cc(C)no3)cc2)CC1	i	-0.9%	0%	3%	-4.1	4%	-2%	4%	-2%
26	CCOc1ccc(N=C2NC(=O)S/C2=C\c2ccc(N(C)C)cc2)cc1	i	0.3%	-15%	?	9.4	?	.	12%	42%[activator]
27	COc1ccc(N2CCN(C(=O)c3cccc(NC(=O)c4nsc5ccccc45)c3)CC2)cc1	?	6.8%	-23%	.	.	.	4%	6%	0%
28	Cc1ccc(NC2CCCN(C(=O)CCN3CCCCO3)C2)cc1C (stereo not given)	i	-1.0%	3%	13%	1.2	6%	5%	-2%	6%
29	COc1ccc(/C(C)=N\NC(=O)C(c2ccncc2)N2CCOCC2)cc1 (stereo not given)	i	3.7%	19%	-1%	2.3	-1%	6%	-7%	27%
30	c1ccc(-c2noc(-c3cccc4ccccc34)n2)nc1	i	?	-28%	74%	-1.8	6%	-7%	25%	-4%

Going on with the list:
cpd	mol	ATXN viability	Nrf2 ARE act	HepG2 viability	Nrf2 block	IL-2 act	EPAC2 agonist	A549 tox	ATXN2 expr inh	TGFb inhibitor
31	O=S1(=O)CC(N2CCSCC2)CN1Cc1cn(Cc2ccc(Cl)cc2)nn1 (stereo not given)	i	-0.8%	.	.	-0.4	5%	.	15%	.
32	CCOc1ccc(CCNC(=O)C2CCN(Cc3nc(-c4ccccc4C)oc3C)CC2)cc1OCC	i	-0.2%	-17%	10%	.	.	19%	9%	1%
33	CCN(CC)C(=O)[C@H]1CC(CC(=O)NCc2ccco2)C(=O)N2CCc3c([nH]c4ccc(OC)cc34)[C@]12C (stereo not given in full)	i	-1.0%	-94%	-6%	-0.3	7%	-4%	-6%	-6%
34	COc1ccc(/C=C2\SC(=O)N(CC(=O)NCCC(C)C)C2=O)cc1OC	i	0.2%	11%	2%	0.2	-1%	1%	-4%	-9%
35	Cc1ccc(NC(=O)c2cc(C(C)(C)C)nn2Cc2ccccc2)cc1	i	4.8%	-2%	?	-0.9	6%	?	26%	?
36	COc1ccc(N(C(=O)CNC(=O)c2ccco2)C(C(=O)NC2CCCC2)c2ccc(C)o2)cc1 (stereo not given)	i	-0.1%	4%	1%	-0.4	7%	-5%	-13%	20%
37	CSc1cccc(NC(=O)C(C)C)c1	i	1.3%	0%	1%	1.2	10%	0%	8%	-4%
38	Cc1ccc(S(=O)(=O)NCCc2nnc3ccc(SCC(=O)Nc4ccc(OC(F)(F)F)cc4)nn23)cc1	.	-0.3%	-11%	-4%	.	.	7%	.	5%
39	Cn1c(N)c(C(=O)COC(=O)CN2C(=O)c3ccccc3C2=O)c(=O)n(C)c1=O	i	-1.0%	0%	-9%	0.4	13%	9%	.	-9%
40	COc1ccc(NC(=O)N2CCC(CN3CCCC3)CC2)c(OC)c1	.	-0.7%	3%	14%	.	.	-4%	.	-1%
41	CN(C)c1ccc(C(CNS(=O)(=O)c2ccc(F)cc2)N2CCCC2)cc1 (stereo not given)	.	2.2%	-1%	.	.	.	3%	.	22%
42	O=C(NCC(c1cccs1)N1CCOCC1)c1ccc(Cl)cc1 (stereo not given)	i	-1.1%	0%	0%	-0.6	7%	-19%	-17%	-18%
43	CC(C)CN(C(=O)CN1CCOCC1)c1c(N)n(CC(C)C)c(=O)[nH]c1=O	i	0.1%	0%	5%	-0.1	11%	0%	-6%	1%
44	CCOC(=O)C1=C(O)C(=O)N(Cc2cccnc2)C1c1ccc(OC)cc1 (stereo not given)	i	-0.7%	-3%	19%	0.6	2%	-3%	-1%	11%
45	O=C(/C=C/c1ccco1)Nc1scc(-c2ccccc2)c1C(=O)O	i	-0.2%	-42%	?	-0.4	2%	-5%	?	-2%
46	CCOc1cc(CNc2ccc(OC)cc2)cc(Br)c1OCC(=O)NC(C)(C)C	?	5.7%	-15%	?	-0.4	8%	-6%	-32%	?
47	Cc1ccc2nc(Nc3ccccc3O)nc(-c3ccccc3)c2c1	i	7.3%	-40%	-16%	-3.3	13%	-10%	1%	-3%
48	COc1ccccc1/C=N/NC(=O)c1ccccc1Cl	i	0.5%	5%	-2%	0.3	0%	1%	-27%[11.3 µM]	-17%
49	O=C(Nc1nccs1)c1ccc(COc2c(F)c(F)cc(F)c2F)cc1	i	4.6%	-21%	-1%	3.0	0%	1%	.	-26%
50	O=C(O)CSc1nnc(CNc2cccc(C(F)(F)F)c2)n1Cc1ccco1	i	-0.2%	13%	-14%	1.3	1%	2%	1%	0%
51	C=CCNCCOc1ccccc1-c1ccccc1	i	3.2%	-8%	30%	0.7	0%	3%	-1%	10%
52	O=C(/C=C/c1ccccc1)NC(=S)Nc1ccccc1O	i	23%	-2%	3%	0.3	18%	-9%	43%[activator]	12%
53	COc1cccc(CN(CC(=O)NCc2ccco2)C(=O)CNS(=O)(=O)c2ccccc2)c1	i	0.0%	-36%	-8%	0.3	7%	2%	-7%	?
54	Nc1ccccc1NC(=O)c1ccccc1N	i	6.4%	-19%	?	8.3	7%	-1%	44%[activator]	-7%
55	Cc1c(NC(=O)C2(c3ccccc3)CCOCC2)c(=O)n(-c2ccccc2)n1C	i	0.1%	-3%	10%	-1.9	8%	4%	-1%	3%
